SV40 large T antigen: SV40 large T antigen inhibitors, biochemical (AID 1903). inhibition, % at 20 µM; hits with a dose series show IC50 in µM. 0.39% of 310,000 active. SV40 large T antigen ATPase/helicase inhibition assay; higher % means a stronger effect; in the data active = a potency from the dose series; inconclusive = inhibition mostly from about 32% at the one dose, without a potency; inactive = the rest, 99 in 100 with inhibition below about 32%; also: strong numbers were not always called active
West Nile virus CPE: West Nile virus antiviral activity, cell-based, CPE readout (AID 1621); West Nile virus-infected cells, CPE inhibition; higher % means a stronger effect; one-dose CPE inhibition, % at 10 µM; IC50 in µM for titrated hits; 0.02% of 290,000 active; in the data active = a potency from the dose series; inconclusive = CPE inhibition mostly from about 3.7% at the one dose, without a potency; inactive = the rest, 99 in 100 with CPE inhibition below about 2.2%; also: strong numbers were not always called active
MgcRacGAP inhibition: MgcRacGAP GTPase-activating activity inhibitors, confirmation, biochemical, ADP Hunter fluorescence; MgcRacGAP-stimulated Rac1 GTP hydrolysis, ADP Hunter fluorescence; higher % means a stronger effect; GST-tagged Rac1 F28L mutant substrate; inhibition, % at 30 µM, or IC50 in µM where a hit was titrated; 0.6% of 340,000 active;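 active = first-screen hits whose inhibition reached a set limit at any dose in the follow-up dose series; inconclusive = inhibition above the set first-screen limit but never retested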;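 also: fluorescence reports GDP produced by GAP-driven GTP hydrolysis; strong numbers were not always called active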
ER stress rescue: rescue of cells from ER stress-induced death, primary screen, 384-well, CSM14.1, thapsigargin, ATP luminescence (AID 1222). CSM14.1 thapsigargin-induced death rescue, ATP luminescence; higher % means a stronger effect. one-dose cellular ATP content (survival), % at 20 µM; EC50 in µM for titrated hits. 190,000 tested, under 10 active;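 active = EC50 below 50 µM in the dose-response confirmation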;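 also: death triggered by thapsigargin at about 15 µM added after 2 h compound pretreatment; cell ATP read after overnight thapsigargin exposure of roughly 18 to 22 hours; normalized against plate controls of thapsigargin alone and 5% DMSO vehicle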
LYP inhibition: inhibitors of LYP phosphatase, biochemical, fluorescence intensity, uHTS (AID 1779) | Tyrosine-protein phosphatase non-receptor type 22 (Homo sapiens) | recombinant LYP phosphatase, fluorescence intensity; higher % means a stronger effect | inhibition, % at 11.5 µM; hits with a dose series show IC50 in µM | 0.054% of 290,000 active; in the data active = inhibition above about 50%;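 also: plate controls were vehicle with enzyme for no effect and no enzyme for full effect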
PhoP inhibition: inhibitors of PhoP regulon expression, primary screen, Salmonella Typhimurium, GFP reporter (AID 1863). S. Typhimurium PhoP-regulated promoter GFP reporter, 4 h; higher % means a stronger effect. 0.16% of 300,000 active. inhibition, % at 50 µM; hits with a dose series show IC50 in µM;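 active = inhibition over 29.93%, a cutoff 3 SD above the screen mean, later confirmed by dose response; inconclusive = inhibition over 29.93% but no dose response follow-up; inactive = inhibition at most 29.93% or unconfirmed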;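 also: 0% = low Mg2+ inducing control and 100% = high Mg2+ repressing control; strong numbers were not always called active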
NS5 inhibitors: Dengue-2 NS5 methyltransferase inhibitors, primary screen, biochemical, confirmation dose response (AID 588689); Genome polyprotein (Dengue virus type 2 (strain 16681-PDK53)); Dengue-2 NS5 methyltransferase capping enzyme assay, biochemical; higher % means a stronger effect; one-dose inhibition, % at 25 µM; IC50 in µM for titrated hits; 0.3% of 340,000 active; in the data active = a potency from the dose series; inconclusive = inhibition above about 29% without an active follow-up result
GPR35 antagonists: GPR35 antagonists blocking zaprinast-driven arrestin recruitment, primary screen, imaging, U2OS, beta-arrestin-GFP, zaprinast agonist (AID 2058); inhibition, % at 10 µM, or IC50 in µM where a hit was titrated; G-protein coupled receptor 35 (Homo sapiens); 0.052% of 290,000 active; U2OS GPR35 beta-arrestin-GFP translocation imaging, zaprinast antagonism; higher % means a stronger effect;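 active = inhibition of at least 50% with at least 30 cells and total cytoplasm GFP at most 10,000,000; inconclusive = under 30 cells or total GFP of 10,000,000 plus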
RSV CPE inhibition: RSV antiviral activity via CPE protection, HEp-2 cells, primary 10 µM value included (AID 2391); HEp-2 cells, RSV-induced CPE inhibition; higher % means a stronger effect; one-dose CPE inhibition, % at 10 µM; IC50 in µM for titrated hits; 0.13% of 310,000 active; in the data active = a potency from the dose series; inconclusive = CPE inhibition mostly from about 23% at the one dose, without a potency; inactive = the rest, 99 in 100 with CPE inhibition below about 21%; also: strong numbers were not always called active
NS5 inhibitors pilot replicate: further read-out of NS5 inhibitors, marked with its call; inhibition, %; measured here: pilot screen replicate inhibition
Starred values were filed as active, the others as inactive; ? = inconclusive; · = not tested or not shown.

SMILES | SV40 large T antigen | West Nile virus CPE | MgcRacGAP inhibition | ER stress rescue | LYP inhibition | PhoP inhibition | NS5 inhibitors | GPR35 antagonists | RSV CPE inhibition | others
NC(=O)NOCc1ccc(F)cc1Cl | 7% | -0.1% | · | -0.2% | -2% | -3% | · | 10% | 11%
COCCCNC(=O)COc1ccc2oc3c(c2c1)CCCC3 | 8% | -1.3% | 6% | · | -6% | 6% | -8% | 1% | 6.6%
Cc1ccc(N(C(=O)c2csnn2)C(C(=O)NC2CCCC2)c2ccccn2)cc1 (centres undefined) | 8% | -0.3% | 5% | · | -4% | -7% | -8% | 3% | 0.4%
Cc1sc2nc(CN(Cc3cccs3)C(=O)C3CC3)[nH]c(=O)c2c1C | 6% | 0.8% | 8% | 2.9% | 0% | -5% | -2% | 7% | 5.4%
O=C1Nc2ccccc2N=C(c2ccccc2)C1Br (centres undefined) | 32% | -0.9% | 3% | 0.2% | -8% | 5% | 1% | 14% | 1.4%
CCOc1ccc(NC(=S)Nc2ccc(OCc3ccccc3)cc2)cc1 | 5% | 0.3% | 19% | -1.0% | -2% | 9% | -7% | 1% | 0.2%
O=C(N=Nc1c(O)[nH]c2ccc(Br)cc12)c1cc(-c2cccc3ccccc23)n[nH]1 | 7% | -0.7% | -3% | -0.9% | 12% | 1% | 4% | 3% | ?
CC(C)C[C@H](NC(=O)c1nc[nH]c1C(=O)N1CCN(C(=O)OC(C)(C)C)CC1)C(=O)OCc1ccccc1 | 6% | -0.7% | 9% | -5.2% | 1% | -1% | -4% | 2% | -1.3%
CCC(CC)C(=O)N(CCc1ccc(OC)cc1)Cc1nc2ccccc2c(=O)[nH]1 | 10% | -0.4% | 4% | 0.4% | 0% | 10% | -3% | 12% | 5.2%
COc1ccc(OCc2cc(C(=O)N3CCC(OC)CC3)no2)c2ccccc12 | 4% | 0.2% | 2% | · | -2% | -1% | -3% | -4% | 5.5%
O=C(NCC(=O)c1ccccc1)OCc1ccc([N+](=O)[O-])cc1 | 10% | -0.8% | 2% | · | -9% | 1% | 8% | 2% | 2.4%
S=c1[nH]nc(-c2ccc3ccccc3n2)n1Cc1ccccc1 | 10% | 0.1% | 9% | -1.8% | -7% | -14% | 11% | · | 3.3%
C=CCNC(=O)c1cc(Cl)ccc1Cl | 3% | -0.1% | 8% | 0.0% | -6% | -3% | -5% | 7% | 0.7%
Cc1ccc(C(=O)NC(=S)Nc2ccc(-c3ccc(CO)o3)cc2)cc1 | 4% | -0.3% | 8% | -1.2% | 8% | 0% | 2% | 2% | 2.6%
O=C(Nc1ccc(-c2nc3cc(Cl)ccc3o2)cc1)C1CCCO1 (centres undefined) | 7% | 0.0% | 8% | -3.5% | 5% | -2% | -1% | -3% | 7.0%
CC(C)(C)NC(=O)Cn1cnc2cc([N+](=O)[O-])ccc2c1=O | 11% | -0.1% | 10% | 1.5% | -7% | 0% | -3% | -11% | 0.9%
Cc1ccccc1C(=O)NNC(=O)c1cccn1C | 12% | · | 10% | · | · | -6% | 7% | · | -0.6%
Cc1nn2c(NCc3ccccn3)c3c(nc2c1-c1ccccc1)CCC3 | 18% | -0.7% | · | · | -4% | -9% | · | -6% | 7.0%
COc1ccc(OCCSc2nnc(CCNC(=O)c3ccc(Cl)c(Cl)c3)n2C)cc1 | 10% | 0.6% | 1% | -1.3% | -7% | 1% | -29% | 4% | -0.3%
Cc1[nH]c(=O)[nH]c(=O)c1S(=O)(=O)N1CCCC(C(=O)NCc2ccco2)C1 (centres undefined) | 27% | -0.1% | 5% | -4.0% | -2% | 2% | -1% | -4% | 2.5%
O=C1/C(=C/c2ccco2)Cc2ccccc21 | 17% | -0.4% | 12% | -2.9% | -1% | 2% | 2% | -4% | 0.7%
CC(=O)c1ccc(OC(=O)c2cc3ccccc3oc2=O)cc1 | 7% | 1.7% | · | -0.5% | -6% | 10% | · | -4% | -0.3%
Cc1cc(-c2ccc(S(=O)(=O)N3CCN(c4cccc(C)c4C)CC3)s2)on1 | -1% | -1.0% | 6% | · | -4% | 5% | -4% | -4% | 2.9%
Cc1ccc(C)c(S(=O)(=O)N2CCN(C(=O)CCNS(=O)(=O)c3ccccc3)CC2)c1 | 27% | -0.7% | -2% | · | -6% | -4% | -4% | 2% | 0.6%
CC1(NC(=O)NCCCCCCNC(=O)NC2(C)CCS(=O)(=O)C2)CCS(=O)(=O)C1 (centres undefined) | 5% | -0.2% | 2% | · | -9% | 5% | -3% | 6% | 1.7%
Continuation:
SMILES | SV40 large T antigen | West Nile virus CPE | MgcRacGAP inhibition | ER stress rescue | LYP inhibition | PhoP inhibition | NS5 inhibitors | GPR35 antagonists | RSV CPE inhibition | others
CC1(C)[C@H]2CC[C@]1(C)[C@@H](OC(=O)C[N+]1(C)CCOCC1)C2 | 22% | -0.4% | -5% | · | -2% | -12% | -3% | 2% | -0.3%
CCOc1ccccc1N=C1SC(CC(=O)Nc2ccc(OC)cc2OC)C(=O)N1CCC1=CCCCC1 (centres undefined) | -2% | -1.4% | 11% | 15% | 2% | 13% | -1% | 10% | 4.4%
Cc1[nH]ccc(=O)c1OCc1ccccc1 | -7% | 0.2% | 6% | -1.2% | -9% | -4% | 1% | 9% | 1.3%
NS(=O)(=O)c1ccc(CCNC(=O)CSc2nc3ccsc3c(=O)n2CC2CCC(C(=O)O)CC2)cc1 (centres undefined) | 6% | 1.0% | -5% | -2.6% | -4% | -7% | 0% | 7% | 2.5%
COc1ccc(NC(=O)Cc2nnc(SCC(=O)Nc3nccs3)n2C)cc1 | 13% | -0.3% | -1% | · | -6% | -6% | 1% | -6% | 0.4%
Cc1cc(Br)ccc1NC(=O)C1CCCO1 (centres undefined) | 6% | -0.2% | 1% | -1.3% | -2% | -9% | -1% | -3% | 1.3%
CS(=O)(=O)N1CCN(C/C=C/c2ccccc2)CC1 | 9% | 1.1% | 4% | -0.1% | -9% | 2% | -1% | 15% | 1.4%
N/C(=N/OCc1cccc([N+](=O)[O-])c1)c1nonc1N | 2% | -0.3% | 4% | -3.0% | -6% | 1% | -7% | -3% | 7.3%
CCC(C)N(C(=O)Cn1nnc(-c2ccc(F)cc2)n1)C1CCS(=O)(=O)C1 (centres undefined) | 3% | -0.5% | 6% | · | -4% | -4% | -1% | 5% | 0.5%
Cc1cc(C)c2c(n1)SCC(=O)N2CC(=O)Nc1cccc(Cl)c1 | 3% | -0.4% | 8% | · | -6% | · | -4% | 1% | 1.3%
COc1ccccc1N1CCN(C2CCCN(Cc3ccc(Cl)cc3)C2)CC1 (centres undefined) | 28% | -0.7% | -7% | · | -7% | -9% | -2% | 0% | -0.1%
O=C(O)c1nc(-c2ccccc2)n(-c2ccc(Cl)cc2)n1 | 1% | 1.4% | 6% | -1.6% | -6% | 7% | -11% | 3% | 1.8%
O=C(c1cc(-c2ccc(Cl)cc2)n(-c2ccc(Cl)cc2)n1)N1CCOCC1 | 9% | -0.7% | 10% | -1.7% | 0% | -4% | -6% | -8% | 3.9%
O=C(NCc1ccco1)c1cccc(S(=O)(=O)N2CCOCC2)c1 | 10% | 0.3% | 11% | 0.2% | -8% | 5% | -14% | 3% | 3.0%
O=C(O)C1CCCCC1C(=O)NCCCN1CCCC1=O (centres undefined) | 9% | -0.3% | -6% | · | -11% | 7% | -7% | 0% | 0.9% | NS5 inhibitors pilot replicate=3.0
COC(=O)CN1C(=O)[C@H]2[C@@H](/C=C/c3ccccc3)N3C(=O)CN(CCO)C(=O)[C@@]3(Cc3ccccc3)[C@H]2C1=O | 11% | -0.4% | 5% | · | -13% | · | 2% | -2% | 1.2%
COc1ccc(/C=C/C(=O)OCCNC(=O)c2ccncc2)cc1OC | 23% | 0.2% | 9% | 3.1% | -2% | -2% | -3% | 2% | -1.3%
Cc1cc(NC(=O)CCOc2ccc(F)cc2)no1 | 2% | -0.1% | -2% | · | -10% | 10% | 3% | 7% | ·
CN(CC(=O)NCc1cccs1)CC(=O)Nc1ccc(F)c(F)c1F | 13% | -0.6% | 10% | · | -7% | 4% | -1% | 11% | 1.7%
C=CCC(NCc1ccccc1)c1ccccc1 (centres undefined) | -12% | -0.1% | 0% | -0.9% | -6% | 22% | -13% | 1% | -0.7%
O=C(NCCCn1ccnc1)C(=O)NC1CCCCC1 | 14% | 0.6% | 1% | 0.2% | -7% | 4% | 0% | -2% | 0.1%
COC(CNC(=O)C1CCCN(S(=O)(=O)c2c(C)noc2/C=C/c2cccs2)C1)OC (centres undefined) | 6% | -1.1% | 3% | -9.5% | 2% | 1% | -4% | -2% | 2.2%
COCCn1c(SCCN2CCCCC2)nc2ccccc2c1=O | 9% | -1.5% | 29% | -3.0% | -2% | -2% | -10% | -6% | -0.8%
O=C(NCc1ccc(F)cc1)c1ccc(Cl)c(NC2=NC3CS(=O)(=O)CC3S2)c1 (centres undefined) | 6% | 0.2% | 4% | · | -8% | · | 0% | -3% | 0.1%
O=C1c2ccccc2C(=O)N1CSc1nnnn1-c1ccccc1 | 8% | 0.3% | 14% | · | -1% | -4% | -6% | -7% | 1.1%
Going on with the list.
SMILES | SV40 large T antigen | West Nile virus CPE | MgcRacGAP inhibition | ER stress rescue | LYP inhibition | PhoP inhibition | NS5 inhibitors | GPR35 antagonists | RSV CPE inhibition | others
Cc1ccc(OCCn2cnc3sc(C(N)=O)c(C)c3c2=O)cc1 | 9% | -1.3% | · | -1.3% | -5% | -1% | · | -18% | 9.1%
O=C(O)CN1c2cccc3cccc(c23)S1(=O)=O | -2% | 0.2% | 10% | · | -9% | -6% | 0% | 8% | -0.1%
CCOc1ccc(C2C=C(c3ccccc3)Nc3nnnn32)cc1 (centres undefined) | 0% | -0.8% | 6% | 1.1% | -9% | -23% | ? | -26% | 0.8%
Cc1ccc(-c2nc(C(F)(F)F)cc(=O)[nH]2)cc1 | 12% | -0.2% | 10% | · | -3% | -10% | -13% | 10% | 1.9%
COc1cccc(NC(=S)NNC(=O)c2ccccc2OC(F)F)c1 | 14% | · | 5% | -1.5% | -5% | 3% | -6% | 6% | 1.9%
O=C(Nc1cccc(Br)c1)c1ccn[nH]1 | 25% | -0.1% | 6% | -2.3% | -10% | 5% | -4% | 1% | -2.9% | NS5 inhibitors pilot replicate=0.0
